# PKA-R2B act – activators of PKA-R2B holoenzyme, primary screen, biochemical, fluorescence polarization, Cy5-IP20, human. AID 504700, 2011. actives 0.079% (n = 340,000). PKA-R2B holoenzyme dissociation; R2B truncated from residue 108, S112A mutant; 0% DMSO only, 100% 113 µM cGMP. activation, % at 11.4 µM. cAMP-dependent protein kinase catalytic subunit beta (Homo sapiens) + cAMP-dependent …;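 active = activation above a cutoff set at the mean over all compounds plus 3 SD, cut at about 18% in these data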;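 note: higher means more holoenzyme dissociation and a rise in polarization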
# MOR-DOR inv ag – inverse agonists of MOR-DOR heterodimerization, primary screen, cell-based, luminescence. Mu-type opioid receptor (Homo sapiens) + Delta-type opioid receptor (Homo sapiens), …. cell-based MOR-DOR heterodimer luminescence, inverse agonism. inhibition, % at 9.3 µM. actives 0.21% (n = 340,000). AID 504357, 2011; in the data active = inhibition above about 22%, passing the limit was not always enough;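 note: 0% = cells with DMSO and 100% = wells without cells with DMSO; values of inactives mirror those of a sister screen read the other way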
# Target sequence (P35372 whole entry, looked up): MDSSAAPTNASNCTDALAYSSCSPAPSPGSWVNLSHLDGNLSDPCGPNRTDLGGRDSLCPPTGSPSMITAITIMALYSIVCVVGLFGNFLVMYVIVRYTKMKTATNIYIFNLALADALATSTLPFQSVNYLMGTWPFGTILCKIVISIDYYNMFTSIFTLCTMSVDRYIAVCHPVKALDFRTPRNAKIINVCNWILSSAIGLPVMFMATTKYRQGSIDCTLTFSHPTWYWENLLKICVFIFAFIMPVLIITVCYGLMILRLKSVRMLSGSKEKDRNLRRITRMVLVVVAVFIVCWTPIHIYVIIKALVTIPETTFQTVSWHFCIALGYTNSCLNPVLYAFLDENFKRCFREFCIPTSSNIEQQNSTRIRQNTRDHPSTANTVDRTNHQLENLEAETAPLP
# Target sequence (P41143 whole entry, looked up): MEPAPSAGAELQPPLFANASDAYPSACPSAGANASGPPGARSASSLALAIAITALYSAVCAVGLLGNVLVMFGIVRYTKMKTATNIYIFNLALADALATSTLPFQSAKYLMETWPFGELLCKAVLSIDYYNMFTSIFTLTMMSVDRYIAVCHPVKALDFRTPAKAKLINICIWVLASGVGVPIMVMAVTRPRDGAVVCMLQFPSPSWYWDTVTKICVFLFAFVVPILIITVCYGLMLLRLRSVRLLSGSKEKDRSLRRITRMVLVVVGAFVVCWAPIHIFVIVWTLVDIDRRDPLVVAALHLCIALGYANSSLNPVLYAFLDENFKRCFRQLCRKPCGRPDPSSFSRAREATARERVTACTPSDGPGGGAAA
# AddAB inh – growth inhibition of E. coli expressing H. pylori AddAB, primary screen, AddAB inhibitor project, absorbance; actives 0.29% (n = 330,000); inhibition, % at 11.9 µM; in the data active = inhibition above about 12%;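 note: 0% = vehicle wells of infected cells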
# PfHsp90 set2 – growth inhibition of PfHsp90-expressing yeast, primary screen, antimalarial PfHsp90 inhibitor project, S. cerevisiae, BacTiter-Glo luminescence, single point, set 2; BacTiter-Glo ATP, 48 h; yeast lacking PDR1 and PDR3 efflux regulators; actives 0.32% (n = 310,000); AID 504621, 2011; inhibition, % at 9.4 µM;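 active = every replicate shows inhibition above about 80%, whatever the replicate mean, limit read from the data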;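 note: 0% = DMSO neutral controls and 100% = 20 µM radicicol positive controls; yeast relying on Plasmodium falciparum Hsp90 in place of its own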
# phage Ecoli inh – growth loss of phage-infected E. coli, primary screen, RecBCD inhibitor project, absorbance, with phage, HTS; inhibition, % at 11.9 µM; actives 0.26% (n = 360,000); in the data active = inhibition above about 11%
# HTR5A inv ctr – HTR5A inverse agonists in luminescence cell assay, primary screen, counter-screen for OPRM1-OPRD1 heterodimer inverse agonist project, full-deck HTS | HTR5A cell line, inverse agonism | inhibition, % at 9.3 µM | AID 504634, 2011 | actives 0.083% (n = 340,000); in the data active = inhibition mostly above about 23%, no sharp cut-off; inactive = mostly below about 18%;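 note: 0% = cells with DMSO and 100% = no-cell wells with DMSO; some compounds called inactive have numbers as strong as hits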
# Ecoli viability – E. coli V3065 growth inhibition, primary screen, counter-screen for AddAB inhibitor project, absorbance, OD600. 18 h. inhibition, % at 11.9 µM. actives 0.27% (n = 330,000);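 active = inhibition above the campaign's mean inhibition across all tested compounds plus 3 SD, cut at about 9.9% in these data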;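 note: uninfected addAB+ strain grown without phage in ampicillin broth; 0% = DMSO wells and 100% = ciprofloxacin 0.95 µg/ml wells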
# MOR-DOR ag – agonists of OPRM1-OPRD1 heterodimerization, primary screen, cell-based, luminescence | Mu-type opioid receptor (Homo sapiens) + Delta-type opioid receptor (Homo sapiens), … | cells | activation, % at 9.3 µM | actives 0.3% (n = 340,000) | AID 504326, 2011; in the data active = activation above about 18%;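 note: 0% = vehicle-treated cells and 100% = reference agonist; values of inactives mirror those of a sister screen read the other way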
# PKA-R1A act – activators of PKA-R1A holoenzyme, primary screen, biochemical, fluorescence polarization, Cy5-IP20, bovine R1A, mouse PKAc | AID 504707, 2011 | cAMP-dependent protein kinase type I-alpha regulatory subunit (Bos taurus) + … | actives 0.083% (n = 340,000) | PKA-R1A dissociation; scaled: DMSO 0%, 113 µM cGMP 100% | activation, % at 11.4 µM;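 active = percent activation above the mean of all tested compounds plus 3 SD, cut at about 19% in these data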;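 note: higher means more PKAc released from R1A so a rise in polarization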
# Tat transport – E. coli Tat export inhibitors, primary screen, MC4100, TorA-mCherry reporter, fluorescence, single point; actives 0.036% (n = 340,000); inhibition, % at 10 µM; AID 488895, 2010;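 active = mean replicate inhibition at least 50% and at least half of replicates individually reaching 50%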;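 note: exported cargo escapes ClpAP degradation while cytoplasmic cargo is degraded and loses fluorescence; 0% = median of neutral control wells and 100% = median of NaSCN control wells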
# SUMO Mot1 rescue – yeast Mot1-301 growth rescue at high temperature, primary screen, SUMOylation pathway inhibitor project, S. cerevisiae, ATP luminescence, 38.5C. S. cerevisiae Mot1-301 growth rescue; percent above DMSO median, 100 means doubled. actives 1% (n = 320,000). growth rescue, % at 18.8 µM. AID 2716, 2010;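 active = every valid replicate shows activation above 250% relative to neutral control wells; inactive = the rest, any valid replicate at or below 250%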;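 note: OY570 slx delta 5 strain wells were the positive control but not used for scaling; some compounds called inactive have numbers as strong as hits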
# * = called active by the depositor; x = not tested or not shown.
# Fields: MOR-DOR ag, Tat transport, AddAB inh, PKA-R2B act, SUMO Mot1 rescue, PfHsp90 set2, HTR5A inv ctr, PKA-R1A act, phage Ecoli inh, MOR-DOR inv ag, Ecoli viability
O=C1c2cccc(OCC(=O)N3CCCc4ccccc43)c2CCN1Cc1cccnc1
    0.3, 1.9, -0.4, 0.4, x, x, -2.2, -6.2, 2.5, -1.6, -0.8
CCN(CC(=O)Nc1ccc(OC)cc1)C(=O)Cc1coc2cc(C)c(C)cc12
    -0.9, 0.9, 1.4, -15.2, 7.0, -12.7, 6.0, -11.6, 1.9, 4.8, -2.1
COc1cccc(NC(=O)N2CCN(c3nc(-c4cccc(OC)c4)cs3)CC2)c1
    2.5, 9.4, 0.2, -3.6, -12.1, 13.8, -25.3, 1.4, 1.0, -13.0, 0.3
CCCCn1c(-c2ccc(OC)cc2)nc2c(=O)n(C)c(=O)[nH]c21
    -1.6, 0.9, -0.8, -4.9, 4.1, -11.8, -8.0, -4.8, 5.8, 9.6, 0.5
CN(c1ccc(OCC(=O)N2CCCC2)cc1)S(=O)(=O)c1ccc(Cl)cc1
    -2.8, 10.3, 0.1, -4.2, 0.1, -6.7, -41.5, -6.8, 1.2, 11.2, 0.3
Cc1ccc(S(=O)(=O)N2CCCCC2)cc1NC(=O)CN1C(=O)CN(C)C1=O
    -1.2, -6.0, 0.2, -1.7, -17.4, 11.1, -9.8, 11.8, 3.2, 6.4, -0.2
CCOC(=O)C1(CC2CC2)CCN(Cc2cnc(-c3ccccc3C)nc2)CC1
    79.0*, 8.5, -1.0, 2.1, 945.9*, -16.0, 24.2, -6.1, 3.6, -395.9, -2.4
Cc1ccc(CNC(=O)C2CCN(S(=O)(=O)c3cnc[nH]3)CC2)cc1
    -1.8, 0.2, 3.8, -20.4, 2.7, -17.2, 3.1, -16.8, 3.4, 10.4, 0.3
O=C(Nc1nnc(-c2ccco2)o1)C1CCCCC1
    -0.8, -5.6, -1.8, 6.3, 1.0, 7.0, -6.0, 2.6, 0.1, 4.2, -1.1
Cc1ccc2cc3c(N)[nH]nc3nc2c1
    -1.5, 1.7, 4.0, -1.1, -0.6, -16.9, 33.0, 0.7, 2.8, 6.6, 2.8
O=C(N/N=C/c1cccc(Cl)c1Cl)Nc1ccccc1
    0.6, 5.7, -2.1, -8.5, 15.5, -9.2, -17.8, 7.1, 2.8, -3.6, -3.2
CCCOc1ccc(/C=N/NC(=O)CN2CCCCC2)cc1
    -2.0, -1.2, -0.8, 0.9, 15.7, -6.5, -4.5, -15.3, 0.8, 10.1, -2.8
CC(C)/C=C/CN1CCN(CCCc2ccccc2)C(CCO)C1 (centres undefined)
    -1.8, -10.3, 1.5, -11.4, 164.8, 4.5, 14.5, -5.3, -0.6, 8.5, 1.1
Cc1sc(NC(=O)CS(=O)(=O)c2ccccc2)c(C#N)c1C
    -0.7, 1.6, 4.1, -11.6, -3.3, 5.5, 41.4*, -1.5, 0.6, 4.7, -0.6
COc1cc(OC)cc(-c2cc3nc(C)c(CCC(=O)NC(C)CCc4ccco4)c(C)n3n2)c1 (centres undefined)
    1.0, 6.3, 1.0, 10.3, -14.5, 1.4, 16.9, -11.3, 0.3, -5.0, -2.0
CCc1ccc(NC(=O)CN(c2ccccc2)S(=O)(=O)N(C)C)cc1
    1.9, -13.6, 4.6, -10.8, -17.6, 13.1, -6.7, -8.4, 3.6, -9.5, 2.5
Cc1ccc2[nH]c(=O)c(CN(Cc3cccs3)Cc3nnnn3Cc3ccccc3)cc2c1
    3.5, 4.1, 0.9, -19.9, 8.1, -13.1, 18.5, 0.5, -1.8, -19.7, 2.5
Cc1ccc(S(=O)(=O)NCC(=O)Nc2cccnc2)cc1C
    -2.6, -2.5, -0.4, -1.1, -1.1, x, -13.3, -9.3, 2.2, 12.9, -0.9
O=C(CNC(=S)NC(=O)c1ccc(F)cc1)c1ccccc1
    -0.9, 1.0, -1.2, 0.9, 7.6, -9.0, -7.1, -8.3, 3.6, 5.3, -0.2
COC(=O)CC1C(=O)NCCN1C(=O)c1ccc(S(=O)(=O)N2CCOCC2)cc1 (centres undefined)
    -4.4, 7.0, 4.3, -8.1, -19.7, 15.2, -4.2, 12.1, -2.1, 20.8, 0.6
COc1ccc(/C=N/NC(=O)c2ccc(N(C)S(=O)(=O)c3ccccc3)cc2)c(OC)c1
    0.8, -3.9, 0.0, 2.9, 0.7, -11.8, -3.2, 3.0, 3.5, -5.7, -1.5
COc1cccc(CNc2ccc(C(=O)O)cc2)c1OCc1ccccc1
    -2.3, 4.7, 4.9, -9.2, 76.5, -32.5, -10.3, -16.0, 3.3, 12.0, -1.2
CCOC(=O)c1ccc(-n2c(CN3CCC(O)CC3)nc3ccc([N+](=O)[O-])cc3c2=O)cc1
    1.9, 11.8, 3.1, 1.6, 196.1, -14.7, -6.7, -8.6, 2.0, -9.6, 2.0
O=C(CSc1ccc(Cl)cc1)Nc1cccc(-c2nc3ncccc3o2)c1
    1.6, 9.1, 0.3, 1.2, 1.5, -23.3, -1.9, 1.3, 1.9, -9.4, -3.5
Nc1c(-c2ccc(Cl)cc2)nnn1-c1ccccc1
    -0.5, 3.1, -0.3, -0.4, 0.4, 0.3, 2.0, -4.9, 0.0, 2.4, 1.6
CCOc1ccc(/C=C/C(=O)OCC(=O)Nc2cccc(S(=O)(=O)N3CCCC3)c2)cc1
    0.8, 0.7, 0.9, 6.7, 21.1, 13.1, 13.8, -9.1, 1.2, -3.1, -0.5
COc1cccc(C2=NN(C(=O)c3ccco3)C(O)(C(F)(F)F)C2)c1 (centres undefined)
    -0.6, -0.9, 1.8, -7.9, 87.6, 9.6, -7.4, -18.0, 3.5, 2.9, -0.8
COc1cccc2nc3cc(C)c(C)cc3nc12
    15.0, -8.9, -3.6, -8.5, -58.7, 66.3, 5.8, -5.6, 1.4, -67.0, -3.7
CC(C)OCCCNC(=O)C1CC(=O)N(CCc2ccccc2)C1 (centres undefined)
    -1.1, -2.4, 2.5, -4.4, 36.2, -17.6, 1.0, -2.7, -0.7, 4.8, -2.2
CN(Cc1ccccc1)/C(=N/O)c1cccc(Cl)c1
    -0.9, 1.8, 0.6, -2.5, -0.8, 11.5, 1.1, -3.6, -0.9, 4.2, -1.4
CCn1cc(C(=O)NCCc2ccccc2)c(=O)c2cc(S(=O)(=O)N3CCCC3)ccc21
    -0.4, 3.1, -1.9, -5.9, 5.9, -2.4, 5.3, -4.7, 3.0, 2.1, -0.7
O=C(O)Cc1csc(NC(=O)c2ccco2)n1
    -3.6, -6.9, 0.7, -6.9, 0.8, -1.4, -13.5, -12.8, 1.8, 14.8, 0.6
CC(C)C1NC2(C(=O)c3ccccc3C2=O)C2C(=O)N(c3ccc(F)cc3)C(=O)C12 (centres undefined)
    -2.0, -5.1, 3.6, -9.0, 286.4, 10.9, -16.1, -1.5, 2.3, 10.3, 1.3
COc1ccccc1NS(=O)(=O)c1cccc(C(=O)NCC2(N3CCCCC3)CCCCC2)c1
    -0.5, -6.5, x, -5.3, x, -0.4, 15.9, -6.5, 3.2, 3.3, x
CC(N1CCOC1=O)S(=O)(=O)c1ccccc1 (centres undefined)
    -1.9, 2.7, -2.7, -24.2, -4.7, 8.8, 7.6, -1.6, -1.1, 11.0, -3.8
O=C(Nc1ccc(Cl)cc1)c1ccc2c(c1)S(=O)(=O)c1ccccc1C2=O
    -0.2, -2.2, 3.5, -12.6, -0.5, 10.7, -17.6, 2.0, 0.5, 1.0, 3.2
CC(C)[C@H](NC(=O)N1CCn2c1nc1ccccc12)C(=O)N[C@@H](C(=O)O)c1ccccc1
    x, 1.5, 4.2, -3.1, -7.9, 10.5, x, -4.7, 3.7, x, 1.5
CC(C)CN(CCNC(=O)CN1C(=O)COc2ccc(S(=O)(=O)N3CCC(C)CC3)cc21)CC(C)C
    -2.0, 10.1, 1.5, -4.0, -1.1, 3.4, -4.5, 2.1, -1.5, 10.2, -1.8
Oc1ccc(N=Nc2ccc3c(c2)OCCO3)c2ncccc12
    1.2, -5.9, 13.2*, -0.5, -13.1, -40.9, 34.6, -2.7, 10.9*, -5.9, 9.4
Cc1nnc(SCCCn2c(N3CCN(c4ccccc4)CC3)nc3c2c(=O)[nH]c(=O)n3C)s1
    -2.2, 0.4, 1.7, -5.2, -9.4, -11.6, 13.8, -14.4, 2.1, 9.0, 0.0
Nc1cc(N)nc(SCC(=O)NNC(=O)c2ccc(Cl)cc2)n1
    -3.6, -5.7, 0.4, -0.6, -6.4, 10.1, 7.7, 6.1, 3.5, 17.9, 2.1
O=C(CNC(=O)c1ccc(Br)o1)NC1CCCCC1
    -1.4, 0.0, 1.8, 1.9, 1.1, -21.3, -3.6, 11.0, 0.6, 7.5, -2.3
CS(=O)(=O)NCCNc1cc(Cl)ccc1[N+](=O)[O-]
    0.4, 1.6, -0.8, 6.4, 4.0, 14.0, 10.6, 1.0, 4.4, -2.0, -2.8
COCCN1C(=O)/C(=C2/C(=O)N(CC(=O)Nc3ccccc3Cl)c3ccccc32)SC1=S
    0.7, -3.8, 2.7, -14.8, -5.0, -47.1, 1.3, -17.0, -1.0, -3.5, -0.8
CC1(C)C2CCC1(CS(=O)(=O)NC1CCCC1)C(=O)C2 (centres undefined)
    0.3, 5.1, -0.3, 8.4, 6.9, 24.7, -29.1, 2.7, 3.5, -1.5, -0.4
COc1ccc(Nc2c(-c3ccco3)nc3cccc(C)n23)cc1
    -2.8, -0.2, 0.4, -0.4, 5.6, -16.0, -4.9, 0.1, 1.2, 15.0, 3.0
CCN(CC)CCCn1c2c(c(SCC(=O)Nc3nc4ccccc4s3)nc1=O)CCC2
    -1.9, -2.1, 0.9, -4.7, 10.7, x, 4.7, -4.1, 2.9, 10.1, -0.3
Cc1ccc(C(=O)CSc2ccccn2)cc1
    -1.9, -7.0, -4.5, 1.8, 7.2, -6.6, -4.8, -9.2, 2.2, 10.9, 2.4
Cc1ccc(C2(C)NC(=O)N(CC(=O)N3c4ccccc4NC(=O)CC3C)C2=O)cc1 (centres undefined)
    1.3, 0.1, 1.4, 6.8, -1.1, -2.1, -15.4, -6.9, 0.9, -5.4, -0.2
CC(=O)Nc1ccc(C(=O)Nc2nc(-c3ccccn3)cs2)cc1
    2.8, 9.1, -0.1, -6.0, -12.3, 12.9, -45.0, -8.0, 2.9, -14.9, -2.8

# Compound activity: PubChem, several laboratories
